# Source: PubChem BioAssay (National Center for Advancing Translational Sciences (NCATS))
# ATXN viability – reduces viability in counter-screen for ATXN expression inhibitors. AID 651635. S2 cells (HEK-293 line with an ATXN2-luciferase reporter) viability, CellTiter-Fluor protease fluorescence, 24 h. 0.49% of 400,000 active. Potency, µM (series often up to 56.7 µM), actives largely listed as cytotoxic; further: potency means the concentration at half of the fitted maximal effect; nearly all actives have a fitted effect of over 40% in size
# Nrf2 block – Nrf2 pathway inhibition. A549 ARE-Fluc reporter, luciferase luminescence, 18-24 h. Potency, µM (highest dose often 46 µM), for inactives: at the top dose activity change, negative = inhibition, most hits filed as inhibitors. 2.1% of 360,000 active. AID 504444; further: potency means the concentration at half of the fitted maximal effect; on the % scale 0 is the no-effect control and ±100 the full control effect; nearly all actives have a fitted effect of over 60% in size
#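 Cells were seeded and rested 2 h, then exposed to compounds for 18-24 h. CellTiter-Fluor was read first as a viability measure. BugLite was added 15 min before the final luminescent read of ARE-luciferase activity in A549 cells.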
# HepG2 tox – counter-screen for TGF-b inhibitors: cytotoxicity in HepG2 cells. HepG2 CAGA-GFP viability, ATP luminescence, 18 h. Potency, µM (titrated, usually from 46.1 µM), for inactives: top-dose activity change, negative = cytotoxicity, actives largely listed as cytotoxic. 0.76% of 410,000 active; further: potency means the concentration at half of the fitted maximal effect; some results filed as inactive show a strong effect at the top dose
#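 CellTiter-Glo luminescence gave cytotoxicity after 18 hours at 37 degrees C. The cells were HepG2 CAGA-GFP in 1% FBS DMEM, stimulated with 500 pg/mL TGF-beta after compound addition. %Activity was normalised to no-cell wells (complete cell-killing) and DMSO (no toxicity), and curves were fitted and classified.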
# EPAC2 ag – activates human EPAC2 exchange factor; Q8WZA2; 0.079% of 360,000 active; AID 720711; Potency, µM (titrated, usually from 154 µM), for the others: top-dose activation, most hits filed as activators; EPAC2 activation, biochemical qHTS; response scale: 100% = 6.5 mM cAMP response; further: potency means the concentration at half of the fitted maximal effect; nearly all actives have a fitted effect of over 50% in size
# Target sequence (Q8WZA2 whole entry, looked up): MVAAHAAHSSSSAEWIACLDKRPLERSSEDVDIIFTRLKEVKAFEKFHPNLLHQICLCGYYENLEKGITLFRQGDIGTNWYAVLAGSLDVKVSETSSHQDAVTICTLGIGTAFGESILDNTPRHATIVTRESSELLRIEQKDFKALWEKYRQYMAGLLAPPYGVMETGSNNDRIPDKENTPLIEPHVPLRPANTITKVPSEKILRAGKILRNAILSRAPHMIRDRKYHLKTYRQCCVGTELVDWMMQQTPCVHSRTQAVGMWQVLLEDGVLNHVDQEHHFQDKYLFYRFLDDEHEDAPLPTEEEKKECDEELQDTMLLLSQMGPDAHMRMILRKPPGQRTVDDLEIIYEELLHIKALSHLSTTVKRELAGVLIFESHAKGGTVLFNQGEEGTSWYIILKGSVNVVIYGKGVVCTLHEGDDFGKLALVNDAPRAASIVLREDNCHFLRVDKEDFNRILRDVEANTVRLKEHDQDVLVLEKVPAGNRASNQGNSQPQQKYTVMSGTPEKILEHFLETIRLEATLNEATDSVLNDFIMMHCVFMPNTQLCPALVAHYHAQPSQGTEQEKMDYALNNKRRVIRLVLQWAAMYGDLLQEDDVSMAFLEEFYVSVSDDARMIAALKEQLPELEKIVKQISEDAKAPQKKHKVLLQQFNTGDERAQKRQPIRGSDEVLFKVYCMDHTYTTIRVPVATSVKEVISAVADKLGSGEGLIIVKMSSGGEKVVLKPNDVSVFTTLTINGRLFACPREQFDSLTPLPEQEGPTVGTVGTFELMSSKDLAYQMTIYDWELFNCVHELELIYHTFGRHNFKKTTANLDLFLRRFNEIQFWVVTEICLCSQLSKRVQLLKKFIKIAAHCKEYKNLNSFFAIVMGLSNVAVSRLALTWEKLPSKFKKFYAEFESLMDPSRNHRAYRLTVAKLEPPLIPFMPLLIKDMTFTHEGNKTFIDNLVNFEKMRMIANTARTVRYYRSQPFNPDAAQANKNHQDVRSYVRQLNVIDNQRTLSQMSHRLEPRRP
#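 Compounds were added across a concentration range to EPAC2 (100 nM), RAP1B-BODIPY-GDP (250 nM) and GDP (50 uM). After 5 min at room temperature, fluorescence was recorded at 5-min intervals for 30 min.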
# ATXN2 expr inh – reduces ATXN2 reporter expression in HEK-293 cells; HEK-293 ATXN2-luciferase reporter, luminescence, 24 h; Potency, µM (top dose mostly 57 µM), for inactives: top-dose activity change, negative = inhibition, usual class: inhibitors; 0.72% of 360,000 active; AID 1745845; further: potency means the concentration at half of the fitted maximal effect; on the % scale 0 is the no-effect control and ±100 the full control effect; nearly all actives have a fitted effect of over 55% in size
#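 ATXN2-luciferase reporter cells (luciferase flanked by upstream and downstream ATXN2 gene portions) were treated 24 h at 37 °C with compounds at up to 57 uM. SteadyGlo luminescence gave expression; GF-AFC fluorescence gave viability.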
# A549 tox – A549 cytotoxicity, counter-screen for Nrf2 inhibitors; 0.16% of 390,000 active; Potency, µM (series often up to 46 µM), for the others: top-dose activity change, negative = cytotoxicity, hits mostly inhibitors; A549 ARE-Fluc cells, CellTiter-Fluor viability, 18-24 h; further: potency means the concentration at half of the fitted maximal effect; on the % scale 0 is the no-effect control and ±100 the full control effect
#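 Cytotoxicity counterscreen: CellTiter-Fluor fluorescence was measured in A549 ARE_Fluc cells after 18-24 h of compound exposure in a concentration series. The subsequent BugLite luminescent read reports ARE-luciferase activity.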
# TGFb inhibitor – blocks TGF-b signaling; HepG2 CAGA-GFP TGF-b/SMAD3 reporter, GFP fluorescence, 18 h; TGF-beta stimulated, 500 pg/mL final; Potency, µM (titrated, usually from 46.1 µM), inactives show top-dose activity, negative = inhibition, hits mostly inhibitors; 1.2% of 410,000 active; further: potency means the concentration at half of the fitted maximal effect; on the % scale 0 is the no-effect control and ±100 the full control effect; nearly all actives have a fitted effect of over 65% in size
#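 HEPG2 CAGA-GFP, 1000 cells/well; 2 h settle, 37 C; cpd via pin tool; TGF-b 500 pg/mL final; 18 h, 37 C; GFP imaging ex488/em500-530; %Activity normalised to -TGF-b and +DMSO controls; CRC fit, curve class.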
# IL-2 act – activators of IL-2; IL-2 activation reporter assay, cell-based qHTS; stimulated with anti-CD3/CD4/CD28 beads; in transgenic mouse T cells; activation, % (series mostly up to about 46 µM); 0.065% of 360,000 active; AID 652025; in the data active means activation above about 50%; inconclusive means mostly about 30% to 49%; further: 0% is about no effect
#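 Unstimulated transgenic mouse T cells, 750 per well, received compound and, after 60 minutes, anti-CD3/anti-CD4 bead plus anti-CD28 stimulation. EGFP and DsRed were quantified after 18 hours.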
# Nrf2 activator – Nrf2 pathway activation | AREc32 ARE-luciferase reporter (MCF7-derived line), luminescence, 24 h | Potency, µM (top dose mostly 46.1 µM), for inactives: at the highest dose activation, most hits filed as activators | 0.31% of 410,000 active; further: potency means the concentration at half of the fitted maximal effect; % of control where 0% means no effect; nearly all actives have a fitted effect of over 65% in size
#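 Reporter line AREc32 (ARE-Fluc), seeded overnight in OPTI-MEM with 5% FBS; compound pin-transferred, 24 hr at 37 deg C, 5% CO2; luminescent read-out.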
# An asterisk follows results filed as active; i = inactive; ? = inconclusive; / = not tested or not shown; & = joins results of further samples; [ ] = another dose, or the depositor's remark. Unless noted, the call rests on the fitted dose curve; in most records, active means well fitted curve in the direction sought with a large enough effect; inconclusive means small, poorly fitted or top-dose-only effect, or another doubt; inactive means no such curve, though single readings can be large; an effect the other way counts as inactive or inconclusive.
SMILES | Nrf2 block | TGFb inhibitor | EPAC2 ag | ATXN2 expr inh | ATXN viability | IL-2 act | Nrf2 activator | HepG2 tox | A549 tox
O=C(NC1CC2CCC1C2)c1ccco1 (configuration not stated) | 0.0% | 19.4% | 7.2% | 1.6% | i | 0.7 | 1.2% | -14.1% | 3.8%
CC(C)c1cc(CN2C(C)COCC2C)cc(C(C)C)c1O (configuration not stated) | 3.3% | -18.5% | 4.8% | -6.9% | i | -5.8 | ? | -16.3% | 3.7%
COc1ccccc1CNC(=O)c1oc2ccccc2c1C | -8.9% | -8.8% | 8.3% | 14.4% | i | -2.4 | 0.2% | -16.3% | 9.6%
CCCOc1ccccc1NC(=O)Nc1ccccc1Cl | ? | 8.8% | 8.0% | -5.1% | i | -1.5 | 4.9% | -1.0% | 0.6%
CCCCN(C(=O)c1c(CC)noc1C)c1c(N)n(CCC)c(=O)[nH]c1=O | 20.5% | ? | 0.4% | 3.0% | i | -3.9 | 0.2% | 1.2% | -3.3%
Cc1nnc(N2CCCC(C(=O)Nc3ccccc3C(F)(F)F)C2)c2nn(-c3ccccc3)c(C)c12 (configuration not stated) | -18.1% | -8.9% | / | ? | ? | / | 3.5% | -13.9% | -11.9%
COC(=O)c1nc(NC(=O)c2ccc(Cl)cc2)n[nH]1 | -10.2% | 9.4% | 18.7% | 3.4% | i | 0.0 | -0.7% | -10.9% | -0.5%
CCc1ccc(-c2cc(C(=O)Nc3ccc(S(=O)(=O)NC(C)=O)cc3)c3ccccc3n2)cc1 | 7.0% | -4.5% | 9.1% | 22.9% | i | 0.1 | 5.1% | 1.3% | -0.6%
Cc1ccc(OCC(=O)NCCc2c[nH]c3ccccc23)cc1 | -15.8% | -1.1% | 7.0% | -10.4% | i | 0.1 | 1.1% | -54.9% | 0.1%
Cc1ccc(-c2cn(-c3ccc(Cl)cc3)c(S(=O)(=O)CC(=O)Nc3ccccc3)n2)cc1 | ? | ? | / | -13.8% | ? | / | 8.0% | -32.1% | -5.2%
COC(=O)c1ccc2nc(C)cc(Nc3ccccc3C)c2c1 | -10.1% | -10.8% | 1.2% | -19.0% | i | -3.3 | 3.4% | -22.7% | 0.6%
COc1ccc(Cl)cc1NC(=O)CN(C)C(=O)c1ccc2c(c1)CC(c1ccccc1)OC2=O (configuration not stated) | -7.7% | -29.7% | -4.0% | -17.2% | ? | -5.4 | 0.1% | -13.9% | -1.7%
Cc1ccccc1OCC(=O)NNC(=O)c1ccc(-n2cncn2)c([N+](=O)[O-])c1 | 17.1% | -8.3% | -2.4% | -2.4% | ? | -3.0 | 0.2% | -4.2% | -2.0%
CCCOC1CCCN(C(=O)c2ccc(OC)c(OC3CCN(C(C)C)CC3)c2)C1 (configuration not stated) | 15.5% | 0.0% | -8.9% | 11.8% | i | -4.3 | -0.4% | -33.5% | -3.3%
CCCC1(C(=O)O)NC(c2ccc(OC)cc2O)C2C(=O)N(c3ccc(OC)cc3)C(=O)C21 (configuration not stated) | 13.1% | -14.3% | 1.8% | 3.6% | i | 0.5 | -1.0% | 7.3% | 1.9%
Cc1cc(OCC(=O)OCC(=O)NC2CCCCC2C)ccc1Cl (configuration not stated) | 10.8% | 4.1% | 3.4% | -3.7% | i | 0.3 | 0.2% | -6.1% | 3.9%
COc1ccc(N2CCN(CCCNC(=O)c3ccc4nc(N5CCCCC5)sc4c3)CC2)cc1 | ? | ? | / | 21.4% | i | / | 4.9% | -9.9% | 2.0%
COc1ccc(N2CCN(C(=O)COC(=O)/C=C/c3ccc(C(F)(F)F)cc3)CC2)cc1 | 12.2% | 1.5% | 3.1% | -8.5% | i | 1.9 | 0.0% | -8.8% | 8.0%
Cc1csc(SCC(=O)Nc2cccc3nsnc23)n1 | ? | 19.9% | 9.6% | 27.1% | i | -0.4 | 5.6% | -28.2% | 18.8%
COc1ccccc1OCCC(=O)Nc1nc(C)cs1 | 8.7% | -13.2% | 7.4% | / | ? | 0.0 | 0.8% | 12.9% | 0.3%
c1ccc(NC2=NCCN2CCC2CCCC2)cc1 | 3.6% | -6.3% | 12.3% | -9.9% | i | 5.7 | 0.2% | -21.2% | 4.2%
COc1ccc(S(=O)(=O)N2CCC(C(=O)NCc3cccnc3)CC2)cc1OC | -1.7% | 2.9% | 2.0% | 7.1% | i | 1.8 | -0.7% | -14.6% | 1.0%
COC(=O)CCc1sc(Nc2ccc(OC)cc2)nc1-c1ccc(OC)cc1 | -16.0% | 12.4% | / | -14.8% | ? | / | 0.4% | -2.9% | -2.4%
O=C(CSc1n[nH]c(-c2cccnc2)n1)Nc1ccccc1[N+](=O)[O-] | -16.1% | -10.8% | 5.5% | -2.6% | i | 0.1 | 0.0% | -19.3% | -0.5%
CN(CC(=O)Nc1ccc(F)cc1)c1ccc(S(=O)(=O)N2CCCCC2)cc1[N+](=O)[O-] | 13µM* | ? | 4.4% | -20.1% | ? | 0.2 | 0.4%[9.22 µM] | -36.4% | -7.4%
CCc1ccc(CN(C)Cc2nc(-c3cccc(Cl)c3)no2)nc1 | 5.3% | 2.4% | 7.0% | -13.7% | i | -4.6 | -0.1% | -10.7% | 5.9%
O=S(=O)(Nc1nc2ccccc2nc1Nc1ccc2c(c1)OCO2)c1ccccc1 | ? | 2.6% | -1.4% | 2.5% | ? | -0.9 | -0.5% | 9.9% | -23.2%
O=C(NCCN1CCN(C(=O)c2ccccc2Cl)CC1)C(=O)NCc1ccccc1 | -5.1% | ? | 0.0% | -9.8% | i | 0.2 | -0.3% | -12.3% | -11.9%
CC(NC(=O)Cc1ccc([N+](=O)[O-])cc1)c1ccc2c(c1)OCO2 (configuration not stated) | ? | 4.9% | 11.3% | 0.1% | i | -0.5 | -0.2% | -11.7% | -5.7%
Cc1ccc2c(Cl)c(C(=O)NC3CC3)sc2c1 | ? | -4.1% | 3.7% | 6.4% | i | -5.2 | -0.7% | -5.7% | 5.8%
CCCc1nnc(NC(=O)CCC(=O)NCc2ccccc2OC)s1 | -1.7% | -11.8% | -6.3% | 2.2% | i | -1.5 | 0.1% | -1.2% | -9.6%
CC(C)CN1C2CCCC1CC(NC(=S)NCc1ccco1)C2 (configuration not stated) | 4.7% | 1.6% | -1.9% | -14.1% | i | -0.6 | 0.2% | -3.1% | 0.6%
CC(C)CCC(CCNCc1ccccn1)c1ccc2c(c1)OCO2 (configuration not stated) | 19.3% | ? | -2.7% | / | ? | -0.4 | -1.8% | 15.8µM* | 17.5%
Cc1c(Cl)cccc1NC(=O)c1cc(S(=O)(=O)N2CCOCC2)cn1C | ? | -8.1% | 1.0% | -6.1% | i | -2.3 | -1.6% | -8.5% | 0.1%
C=CCn1c(P(C)(=O)O)nc2ccccc21 | 5.7%&-0.2% | -2.9%&18.8% | 5.4%&0.5% | -18.0% | i | -0.2&0.0 | -0.8%&0.3% | -13.4%&-0.9% | 8.4%&-0.1%
CC1CCCCC1NC(=O)c1ccc(S(=O)(=O)NCc2ccco2)cc1 (configuration not stated) | -23.8% | 3.4% | -5.7% | -9.0% | i | -2.9 | -0.2% | -11.8% | 3.5%
O=C1NCC(Nc2ccc(Cl)cc2)C(=O)N1 (configuration not stated) | -4.4% | -1.4% | 8.4% | -5.5% | i | 0.3 | 0.3% | 3.6% | 2.4%
COc1ccc(C(=O)CSc2nnc(-c3ccoc3C)n2CC2CCCO2)cc1 (configuration not stated) | 26.1% | 2.3% | 2.7% | 2.3% | i | -2.6 | -0.1% | 1.1% | 9.1%
Nc1nnnn1CC(=O)OCc1cccc(Br)c1 | -2.7% | 0.9% | -2.3% | 0.9% | i | 2.4 | -0.9% | -4.3% | 1.8%
[N-]=[N+]=NC[C@H](Cc1ccccc1)N1CC[C@@H](O)CCC1=O | -2.7% | 0.4%&1.4% | -1.5% | 6.3% | i | 0.5 | -1.2% | -1.4%&25.4% | 1.6%

# Among those listed so far, these have a furan ring, fused or not:
SMILES | Nrf2 block | TGFb inhibitor | EPAC2 ag | ATXN2 expr inh | ATXN viability | IL-2 act | Nrf2 activator | HepG2 tox | A549 tox
O=C(NC1CC2CCC1C2)c1ccco1 (configuration not stated) | 0.0% | 19.4% | 7.2% | 1.6% | i | 0.7 | 1.2% | -14.1% | 3.8%
COc1ccccc1CNC(=O)c1oc2ccccc2c1C | -8.9% | -8.8% | 8.3% | 14.4% | i | -2.4 | 0.2% | -16.3% | 9.6%
CC(C)CN1C2CCCC1CC(NC(=S)NCc1ccco1)C2 (configuration not stated) | 4.7% | 1.6% | -1.9% | -14.1% | i | -0.6 | 0.2% | -3.1% | 0.6%
CC1CCCCC1NC(=O)c1ccc(S(=O)(=O)NCc2ccco2)cc1 (configuration not stated) | -23.8% | 3.4% | -5.7% | -9.0% | i | -2.9 | -0.2% | -11.8% | 3.5%
COc1ccc(C(=O)CSc2nnc(-c3ccoc3C)n2CC2CCCO2)cc1 (configuration not stated) | 26.1% | 2.3% | 2.7% | 2.3% | i | -2.6 | -0.1% | 1.1% | 9.1%

# Compound profiles, as listed above. Values in the order: Nrf2 block	TGFb inhibitor	EPAC2 ag	ATXN2 expr inh	ATXN viability	IL-2 act	Nrf2 activator	HepG2 tox	A549 tox
# Listed for C=CCn1c(P(C)(=O)O)nc2ccccc21 = 5.7%&-0.2%	-2.9%&18.8%	5.4%&0.5%	-18.0%	i	-0.2&0.0	-0.8%&0.3%	-13.4%&-0.9%	8.4%&-0.1%
# Listed for CC(C)CN1C2CCCC1CC(NC(=S)NCc1ccco1)C2 (configuration not stated) = 4.7%	1.6%	-1.9%	-14.1%	i	-0.6	0.2%	-3.1%	0.6%
